# TRAIL sens C8: caspase-8 TRAIL sensitization | NB7+C8 cells + TRAIL, ATPlite viability luminescence | inhibition (viability loss, TRAIL sensitization), % at 10 µM | 360,000 compounds, 1% hits | AID 624354;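 active means compounds causing at least 50% loss of cell viability in the single-dose screen, relative to plate controls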
# COUP-TFII inh: inhibitors of human COUP-TFII (NR2F2). HEK293T NGFI-A luciferase reporter, luminescence. inhibition, % at 8.6 µM. 370,000 compounds, 0.7% hits. AID 686940;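 active means inhibition above a per-plate cutoff, mean inhibition of test wells between control levels plus 3 SD, cut at about 38% in these data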;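 further: cells cotransfected with COUP-TFII expression vector driving the NGFI-A reporter; 0% = median of COUP-TF2 test wells and 100% = reporter-only cells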
# LMP1 NFkB inh: inhibitors of Epstein-Barr LMP1-induced NF-kappaB reporter. LMP1-induced NF-kappaB luciferase reporter cells, luminescence. inhibition, % at 12.5 µM. 350,000 compounds, 0.69% hits. AID 504558; in the data active means inhibition above about 41%;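 further: 0% = neutral control wells and 100% = reference inhibitor control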
# TLR9-MyD88 inh: inhibitors of human TLR9-MyD88 binding; 340,000 compounds, 0.21% hits; inhibition, % at 4.98 µM; CHO BLA complementation TLR9-MyD88, CCF4 FRET ratio; Q9NR96+Q99836; AID 504734;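 active means inhibition above the mean over all tested compounds plus 3 SD, cut at about 21% in these data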;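 further: 0% = DMSO only wells and 100% = clavulanate BLA inhibitor control wells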
# NCOA3 inh: inhibitors of human steroid receptor coactivator 3 (SRC3). 360,000 compounds, 0.17% hits. inhibition, % at 3.6 µM. Q9Y6Q9. HEK293 GAL4-SRC3 luciferase reporter, luminescence;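 active means inhibition above a per-campaign cutoff, the mean of all compounds plus 3 SD, cut at about 60% in these data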;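 further: 0% = DMSO-treated cells and 100% = gossypol-treated cells at 36 µM; higher means less SRC3-driven luciferase light from the GAL4 reporter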
# NOD2 RIPK2 PPI: blocks binding of human NOD2 to RIPK2; O43353; CHO BLA complementation NOD2-RIPK2, CCF4 ratio; inhibition, % at 4.98 µM; 360,000 compounds, 0.38% hits; AID 624267; in the data active means inhibition above about 21%;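 further: 0% = vehicle only and 100% = reference blocker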
# Target sequence (O43353 whole entry, looked up): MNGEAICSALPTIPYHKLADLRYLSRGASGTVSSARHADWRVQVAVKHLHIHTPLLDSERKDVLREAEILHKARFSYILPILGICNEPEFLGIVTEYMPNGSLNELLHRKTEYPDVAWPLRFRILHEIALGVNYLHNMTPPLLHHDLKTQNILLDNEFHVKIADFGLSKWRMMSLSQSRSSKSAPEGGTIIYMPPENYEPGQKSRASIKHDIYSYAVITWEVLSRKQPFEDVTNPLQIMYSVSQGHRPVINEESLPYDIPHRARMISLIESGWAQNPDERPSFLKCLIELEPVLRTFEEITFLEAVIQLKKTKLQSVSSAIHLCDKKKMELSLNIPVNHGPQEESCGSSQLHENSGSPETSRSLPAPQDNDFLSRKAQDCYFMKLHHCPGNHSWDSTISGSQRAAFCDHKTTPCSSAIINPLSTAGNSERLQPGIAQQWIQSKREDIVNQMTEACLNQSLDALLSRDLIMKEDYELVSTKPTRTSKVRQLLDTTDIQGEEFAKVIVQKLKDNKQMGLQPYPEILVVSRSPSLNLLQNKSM
# TWEAK-Fn14 inh: TWEAK-Fn14 signaling inhibition | TWEAK-stimulated Fn14 reporter cells, luciferase luminescence, 8 h | AID 1159606 | inhibition, % at 10 µM | 360,000 compounds, 2% hits; in the data active means inhibition above about 50%
# NR5A2 inv ag: NR5A2 inverse agonism in reporter assay; O00482; HEK293T StAR-luciferase reporter, LRH-1 transfected, 24 h; inhibition, % at 3.6 µM; 360,000 compounds, 0.13% hits;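 active means inhibition above the mean inhibition of all tested compounds plus 3 SD, cut at about 73% in these data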;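 further: 0% = DMSO wells and 100% = reporter-only cells lacking LRH-1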
# TROY signal inh: TROY signaling inhibition. 360,000 compounds, 0.98% hits. inhibition, % at 10 µM. Q293 LMP1-TROYcd NF-kB luciferase reporter, 4 h;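 active means compounds whose plate-normalised and pattern-corrected inhibition of the luciferase reporter signal at the single screening dose is 50% or more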
# NCOA2 inhibitor: human SRC2 (NCOA2) inhibition; inhibition, % at 9 µM; 370,000 compounds, 0.17% hits; Q15596; HEK293 GAL4-SRC2 luciferase reporter, luminescence; AID 651957;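 active means inhibition above the mean inhibition of all tested compounds plus 3 SD, set per campaign, cut at about 52% in these data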;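 further: 0% = DMSO treated cells and 100% = cells given Gossypol at 36 µM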
# NCOA1 inh: inhibitors of human steroid receptor coactivator 1 (SRC1); Q15788; HEK293 GAL4-SRC1 luciferase reporter, luminescence; inhibition, % at 3.6 µM; 360,000 compounds, 0.12% hits; AID 588354;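 active means inhibition above the campaign mean plus 3 SD, with each screening campaign given its own cutoff, cut at about 60% in these data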;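 further: 0% = DMSO treated cells and 100% = gossypol at 36 µM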
# * = called active by the depositor; x = no result given. An excerpt (hit frequency here may not be typical).
no. | mol | TRAIL sens C8 | COUP-TFII inh | LMP1 NFkB inh | TLR9-MyD88 inh | NCOA3 inh | NOD2 RIPK2 PPI
1 | O=C1NCC(=O)N(Cc2ccccc2)/C1=C/c1ccccc1 | 0 | -7 | 1 | 3 | 11 | 0
2 | NC(=O)c1ccsc1NC(=O)COC(=O)c1cnccn1 | 4 | -6 | 1 | 1 | 8 | -17
3 | Cc1ccc(SCC(=O)Nc2c(Br)cnn2C)cc1 | -9 | 15 | 5 | -5 | 7 | 3
4 | CCCC1(C(=O)OCC)NC(c2ccco2)C2C(=O)N(C)C(=O)C21 (stereo not drawn) | -1 | 3 | 0 | -16 | 2 | -2
5 | Nc1nc(N)nc(-c2ccccc2-c2nc(N)nc(N)n2)n1 | -2 | 14 | -2 | 0 | 7 | 5
6 | CCC(=O)Nc1c(C(=O)Nc2cccc(OC)c2)oc2ccccc12 | 3 | -39 | -2 | 7 | -26 | -1
7 | COc1ccc(OC)c(C2=Nn3c(nnc3-c3cc(OC)c(OC)c(OC)c3)SC2)c1 | 3 | -37 | 15 | 0 | 1 | -7
8 | CCOC(=O)c1ccc(NC(=O)CSc2nnc(-c3cccs3)n2C)cc1 | -11 | 4 | -6 | 2 | -23 | -14
9 | CCOCCCn1c(SCC(=O)Nc2ccc3[nH]c(=O)[nH]c3c2)nc2ccccc2c1=O | -7 | -9 | 2 | 1 | -9 | 5
10 | Cc1c(O)ccc2c3c(c(=O)oc12)CCCC3 | 37 | -23 | 5 | 4 | 10 | 4
11 | O=[N+]([O-])c1cc(C(F)(F)F)ccc1NCCc1ccncc1 | -2 | 8 | -4 | 8 | -2 | -14
12 | Cn1nc(C(=O)NCc2ccc(F)cc2)c2ccccc2c1=O | -2 | -21 | 0 | 1 | -1 | -2

no. | TWEAK-Fn14 inh | NR5A2 inv ag | TROY signal inh | NCOA2 inhibitor | NCOA1 inh
1 | 5 | 0 | 6 | -9 | -23
2 | 8 | 16 | -35 | -2 | 1
3 | 1 | 18 | 3 | 0 | 11
4 | 41 | -15 | -2 | -4 | -4
5 | 19 | -4 | -2 | 11 | -2
6 | -13 | -25 | -48 | -9 | -21
7 | 2 | 16 | 5 | -15 | -8
8 | -12 | 8 | -22 | 6 | -22
9 | -33 | -12 | 2 | -26 | -1
10 | 6 | -1 | 9 | 19 | -8
11 | 11 | 25 | 6 | 13 | -8
12 | -4 | 2 | 17 | -10 | 0

# Other compounds
no. | mol | TRAIL sens C8 | COUP-TFII inh | LMP1 NFkB inh | TLR9-MyD88 inh | NCOA3 inh | NOD2 RIPK2 PPI
13 | N=c1sccn1CC(=O)Nc1cc(S(=O)(=O)N2CCCC2)ccc1Cl | 2 | 13 | 0 | -1 | 15 | -4
14 | Cc1[nH]c(=O)[nH]c(=O)c1NC(=O)CSc1ncccc1-c1nc2ccccc2[nH]1 | -7 | x | 15 | -10 | -4 | 7
15 | COc1ccccc1CNC(=O)C1Cc2cc(S(=O)(=O)N3CCCC3)ccc2N1C(C)=O (stereo not drawn) | -19 | -13 | -3 | 4 | 18 | 8
16 | CCc1nnc(SCC(=O)Nc2ccc(N3CCOCC3)cc2)o1 | -3 | 7 | -3 | -7 | -18 | 1
17 | COc1ccc(NC(=O)N(CCc2ccccc2)Cc2cc3c(C)cc(C)cc3[nH]c2=O)cc1 | 0 | -8 | -13 | -6 | 3 | -7
18 | O=C(Nc1ccc(S(=O)(=O)C(F)F)cc1)c1ccc2c(=O)n3c(nc2c1)CCC3 | 32 | -3 | 15 | 3 | 12 | -2
19 | CCOC(=O)c1cc2c(ccc3nc(C)c(C)c32)[nH]c1C | -6 | -27 | 2 | 9 | 0 | 17
20 | CC(C)(C)NS(=O)(=O)c1ccc(NC(=O)Cc2ccccc2[N+](=O)[O-])cc1 | -3 | -7 | -3 | 5 | 14 | -1
21 | NNC(=O)c1cc(C23CC4CC(CC(C4)C2)C3)[nH]n1 | 6 | 4 | -5 | 12 | 3 | 4
22 | Clc1cccc(Cl)c1/C=N\Nc1nccs1 | -13 | 0 | -11 | 3 | 20 | -7
23 | O=C(Cc1ccc([N+](=O)[O-])cc1)NC1CCCCCC1 | -6 | -17 | -6 | -6 | -16 | 2
24 | Cc1nn(-c2ccccc2)c(=O)c2noc(C)c12 | 16 | 3 | -4 | 0 | 10 | -6

no. | TWEAK-Fn14 inh | NR5A2 inv ag | TROY signal inh | NCOA2 inhibitor | NCOA1 inh
13 | -16 | 1 | -4 | -14 | -10
14 | 44 | -28 | 54* | x | -18
15 | -13 | 9 | 9 | 7 | 2
16 | 8 | -9 | 4 | -2 | -4
17 | 3 | 1 | -39 | 2 | -20
18 | 11 | 22 | 16 | 1 | -1
19 | -20 | -2 | -15 | -7 | 6
20 | -23 | 3 | -26 | -5 | -20
21 | -13 | -21 | 49 | 4 | -9
22 | -21 | 12 | -9 | -11 | -3
23 | 9 | 6 | -3 | 14 | -14
24 | 2 | 9 | -14 | -8 | -63

# In another format: results already given.
13	N=c1sccn1CC(=O)Nc1cc(S(=O)(=O)N2CCCC2)ccc1Cl
14	Cc1[nH]c(=O)[nH]c(=O)c1NC(=O)CSc1ncccc1-c1nc2ccccc2[nH]1
15	COc1ccccc1CNC(=O)C1Cc2cc(S(=O)(=O)N3CCCC3)ccc2N1C(C)=O (stereo not drawn)
16	CCc1nnc(SCC(=O)Nc2ccc(N3CCOCC3)cc2)o1
17	COc1ccc(NC(=O)N(CCc2ccccc2)Cc2cc3c(C)cc(C)cc3[nH]c2=O)cc1
18	O=C(Nc1ccc(S(=O)(=O)C(F)F)cc1)c1ccc2c(=O)n3c(nc2c1)CCC3
19	CCOC(=O)c1cc2c(ccc3nc(C)c(C)c32)[nH]c1C
20	CC(C)(C)NS(=O)(=O)c1ccc(NC(=O)Cc2ccccc2[N+](=O)[O-])cc1
21	NNC(=O)c1cc(C23CC4CC(CC(C4)C2)C3)[nH]n1

assay / entry	13	14	15	16	17	18	19	20	21
TRAIL sens C8	2	-7	-19	-3	0	32	-6	-3	6
COUP-TFII inh	13	x	-13	7	-8	-3	-27	-7	4
LMP1 NFkB inh	0	15	-3	-3	-13	15	2	-3	-5
TLR9-MyD88 inh	-1	-10	4	-7	-6	3	9	5	12
NCOA3 inh	15	-4	18	-18	3	12	0	14	3
NOD2 RIPK2 PPI	-4	7	8	1	-7	-2	17	-1	4
TWEAK-Fn14 inh	-16	44	-13	8	3	11	-20	-23	-13
NR5A2 inv ag	1	-28	9	-9	1	22	-2	3	-21
TROY signal inh	-4	54*	9	4	-39	16	-15	-26	49
NCOA2 inhibitor	-14	x	7	-2	2	1	-7	-5	4
NCOA1 inh	-10	-18	2	-4	-20	-1	6	-20	-9

# High-throughput results deposited in PubChem by several laboratories.
